# Compound activity as filed in PubChem.
# Arrestin-AP2 inh: blocks beta-arrestin peptide binding to AP2 adaptin | FITC-arrestin peptide / GST-AP2 beads, flow cytometry; AP2 beta2 appendage carries R879A mutation | inhibition, % at 10 µM | 0.31% of 340,000 active | AID 504490;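 active = inhibition above a set limit, near 3 SD of compounds lacking own fluorescence, cut at about 54% in these data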;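 also: plate controls were DMSO wells for no effect and 5 µM unlabelled arrestin peptide for full effect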
#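 system = GST-tagged AP2 beta2-adaptin appendage (R879A) on 4 µm glutathione beads | reagent = FITC-labelled arrestin peptide probe, 50 nM final | schedule = compound with beads 12 min RT, then probe 1 h RT | signal = HyperCyt-sampled flow cytometry, FL1 channel, ex 488/em 535 nm | read-out = percent response from loss of bead-bound FITC fluorescence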
# Wnt bcat act: Wnt/beta-catenin pathway activation | Wnt/beta-catenin reporter cell assay, activator, plate reader | 1.2% of 300,000 active | AID 743398 | activation, % at 9.35 µM; in the data active = activation above about 30%, passing the limit was not always enough;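 also: 0% = neutral control wells and 100% = positive control wells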
# DSG3 Ab inh: human desmoglein-3 autoantibody binding inhibition | P32926 | DSG3-coupled beads, scFv-anti-DSG3-GFP binding, flow cytometry; stronger effect = lower value | binding (percent of control), % at 10 µM | 0.48% of 310,000 active;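 active = binding more than 3 SD below its plate's average and above zero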;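 also: hits lower antibody fragment binding to DSG3; some compounds called inactive have numbers as strong as hits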
# RTF Ca sens act: cardiac RTF calcium sensitization. 0.24% of 340,000 active. activation, % at 7.2 µM. P19429+P45379. AID 493008. IANBD-labeled TnC RTF fluorescence at EC20 calcium; 0% EC20 calcium, 100% full calcium;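 active = activation above the mean over all tested compounds plus 3 SD, cut at about 30% in these data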;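 also: rise in fluorescence read as greater calcium sensitivity of cardiac thin filaments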
# OPRM1-OPRD1 inv: inverse agonist of human OPRM1-OPRD1 heterodimerization; P35372+P41143; cell-based MOR-DOR heterodimer luminescence, inverse agonism; inhibition, % at 9.3 µM; 0.21% of 340,000 active; in the data active = inhibition above about 22%, passing the limit was not always enough;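 also: 0% = cells with DMSO and 100% = wells without cells with DMSO; values of inactives mirror those of a sister screen read the other way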
# Cardiac RTF inh: cardiac RTF calcium desensitization; P19429+P45379; IANBD-labeled cardiac RTF, Ca2+ fluorescence; inhibition, % at 7.15 µM; 0.12% of 340,000 active; AID 493244;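 active = inhibition above the mean inhibition of all tested compounds plus 3 SD, cut at about 17% in these data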;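 also: assay run at fixed EC70 calcium of 1.6 mM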
# Keap1-Nrf2 PPI: Keap1-Nrf2 (human) interaction inhibition; Q14145; Keap1 Kelch-Nrf2 peptide fluorescence polarization, 1536-well; inhibition, % at 9.4 µM; 0.15% of 340,000 active; AID 504523; in the data active = inhibition above about 12%;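 also: human Keap1 Kelch domain with fluorescein labeled Nrf2 9mer peptide probe; 0% = neutral control wells and 100% = peptide positive control; higher means more block of Keap1 binding to Nrf2 peptide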
# Target sequence (Q14145 whole entry, looked up, the tested form may be a part): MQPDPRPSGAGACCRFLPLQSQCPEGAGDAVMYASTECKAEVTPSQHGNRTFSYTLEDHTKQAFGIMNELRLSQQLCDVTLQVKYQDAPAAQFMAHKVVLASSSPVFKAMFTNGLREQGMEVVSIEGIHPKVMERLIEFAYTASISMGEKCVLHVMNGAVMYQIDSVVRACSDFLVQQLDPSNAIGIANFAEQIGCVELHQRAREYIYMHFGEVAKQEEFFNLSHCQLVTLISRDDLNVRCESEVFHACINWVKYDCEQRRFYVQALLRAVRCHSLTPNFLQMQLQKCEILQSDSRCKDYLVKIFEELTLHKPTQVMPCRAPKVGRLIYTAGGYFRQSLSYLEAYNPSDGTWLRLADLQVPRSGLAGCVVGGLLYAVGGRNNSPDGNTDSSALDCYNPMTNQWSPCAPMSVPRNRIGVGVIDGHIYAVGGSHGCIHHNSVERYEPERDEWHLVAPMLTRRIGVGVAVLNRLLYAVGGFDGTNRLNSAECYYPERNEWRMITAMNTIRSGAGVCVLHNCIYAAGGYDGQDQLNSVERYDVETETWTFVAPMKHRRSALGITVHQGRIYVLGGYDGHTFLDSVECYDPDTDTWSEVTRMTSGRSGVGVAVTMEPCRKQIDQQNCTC
# OPRM1-OPRD1 ag: OPRM1-OPRD1 heterodimerization agonism. activation, % at 9.3 µM. cells, luminescence. 0.3% of 340,000 active. P35372+P41143. AID 504326; in the data active = activation above about 18%;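 also: 0% = vehicle-treated cells and 100% = reference agonist; values of inactives mirror those of a sister screen read the other way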
# C-LANA FP: blocks KSHV LANA C-terminal domain binding to DNA; MBP-C-LANA/FAM-LBS DNA binding, fluorescence polarization; inhibition, % at 9 µM; 0.078% of 340,000 active; AID 504423;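 active = highest replicate inhibition at or above 60% at 9 µM, even if other replicates fall short; inactive = all replicates below 60% inhibition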;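 also: 0% = neutral control wells and 100% = 4 µM acridine orange control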
# V-ATPase pHluor: yeast V-ATPase proton transport regulation by pHLuorin; AID 504577; 0.37% of 350,000 active; response, % at 10 µM; S. cerevisiae, pHLuorin cytosolic pH fluorescence; in the data active = response mostly above about 7.3%, no sharp cut-off; inactive = mostly below about 5.4%; also: actives read high; inactives centre near 0; some compounds called inactive have numbers as strong as hits; reference of the scale not given here
# Numbers without * were called inactive; x = no result given.
entry	smiles	Arrestin-AP2 inh	Wnt bcat act	DSG3 Ab inh	RTF Ca sens act	OPRM1-OPRD1 inv	Cardiac RTF inh	Keap1-Nrf2 PPI	OPRM1-OPRD1 ag	C-LANA FP	V-ATPase pHluor
1	CC(C)(C#N)Nn1cnnc1	19	x	106	0	12	0	4	-2.1	3.9	1
2	Cc1cccc(N(C)c2cc(C)nc3nc(C)nn23)c1	22	-2	112	3	18	-5	1	-3.6	3.5	0
3	O=C(C[n+]1cccc(CNC(=O)c2ccc(OC(F)F)cc2)c1)Nc1ccccc1Cl	-15	x	114	11	6	-4	-7	-1.1	-0.9	-2
4	Cc1sc(NC(=O)c2cccnc2)nc1-c1ccccc1	-10	-1	109	-1	-4	-3	-2	0.8	1.4	4
5	O=C(Cc1ccccc1)NCC(=O)Nc1ccc(OC(F)(F)F)cc1	-1	-1	104	-2	1	-13	-5	-0.3	1.0	6
6	O=C(COC(=O)c1cnccn1)Nc1ccccc1-c1ccccc1	-17	1	99	2	21	0	-1	-5.3	0.7	3
7	O=C(COc1ccc(/C=N/NC(=O)c2ccncc2)cc1)Nc1ccccc1	-12	7	x	1	1	-2	-2	-0.1	-1.5	7
8	O=C(CN1CCCCCCC1)Nc1ccc(Cl)cc1Cl	-3	2	101	-4	-11	-2	-4	2.4	-0.8	6
9	CCNc1nc(NCC)nc(N(C)n2cnnc2)n1	1	x	97	1	5	-7	4	-1.0	0.1	-2
10	O=C(CSCc1ccc(Cl)cc1)Nc1ccc(S(=O)(=O)N2CCCCCC2)cc1	x	-5	98	5	-38	-5	-4	6.1	-2.1	0
11	O=S(=O)(c1ccccc1)N1CCN(c2nc(-c3cccnc3)nc3ccccc23)CC1	23	-2	100	-6	1	-12	-3	-0.1	-0.1	3
12	CC1(C)Cc2cccc(OCC(=O)OCC(=O)Nc3cccc(S(N)(=O)=O)c3)c2O1	-4	-2	93	-2	12	-2	1	-2.5	-0.4	7
13	CCOC(=O)C1=C(CNCc2ccccc2Cl)NC(=O)NC1c1ccc2c(c1)OCO2 (stereo not drawn)	4	0	100	-2	6	-2	-3	-1.0	-0.3	4
14	O=C(c1ccc(NS(=O)(=O)c2ccc(Cl)cc2)cc1)N1CCOCC1	-2	-1	108	-2	15	-4	-4	-2.8	0.5	5
15	N#Cc1ccc(N[C@@H]2CCN3C(=O)c4ccccc4[C@@H]3C[C@H]2O)cc1	0	-3	99	-5	13	-5	2	-2.7	5.3	4
16	CC(C)(C)c1ccc(C(=O)NCc2ccccc2)cc1	-23	7	101	-4	16	0	0	-3.6	-1.3	6
17	Cc1cc(/C=C2\SC(=S)N(C)C2=O)c(C)n1-c1ccc(O)cc1	-5	-17	92	14	-271	-36	-2	52*	1.5	1
18	COc1ccc(NC(=O)CN(C)CC(=O)NCCc2ccc(F)cc2)cc1	-6	-1	102	-4	9	-6	-4	-1.3	0.4	-4
19	CC(C)(Oc1ccc(Br)cc1Cl)C(=O)Nc1ccon1	-1	0	x	-4	-7	-10	2	1.3	-0.4	4
20	Cc1c(C#N)c(O)n(CCO)c(=O)c1N=Nc1ccc(S(N)(=O)=O)cc1	-1	-2	105	-2	25	-7	-2	-5.0	4.2	0
21	Cc1cc(-c2cc(C(=O)NCc3ccccc3)on2)nc(S(C)(=O)=O)n1	-2	2	101	-4	7	11	-4	-1.5	0.8	-1
22	COc1ccc(C)cc1C(=O)CCC(=O)NC1CCCCC1	6	-1	103	-3	-13	-6	-3	2.7	1.6	-1
23	COC(=O)C1=C(C(=O)OC)[C@@H]2N(Cc3ccccc3)c3ccccc3[C@@]23C[C@@H](C(=O)OC)N(C(=O)COCc2ccccc2)C3=N1	-2	x	98	5	-5	-5	-6	0.9	-0.6	5
24	Cc1onc(-c2ccccc2)c1C(=O)OCC(=O)N(C)c1ccccc1	-9	-3	105	-2	8	-17	-3	-1.5	0.5	0
25	Cc1cccc(CN2CCC(CNC(=O)CSc3cc(=O)n(C)c4cc(Cl)ccc34)CC2)c1	10	-1	105	0	7	1	1	-1.3	-1.0	-4
26	Cc1cccc(C)c1NC(=O)CCCSc1nnc(-c2ccc(F)cc2)n1-c1ccccc1	4	2	101	-5	-4	-1	-6	0.8	-0.7	1
27	CCC(Sc1nnc(-c2ccc(C)c(Cl)c2)n1CC)C(=O)Nc1nccs1 (stereo not drawn)	-2	-5	103	-6	2	-1	-2	-0.3	-1.2	-3
28	COc1cccc(C(=O)OCC(=O)NCCCc2ccccc2)c1	3	0	94	0	1	-9	-5	-0.2	1.1	-1
29	O=C(NCCN1CCN(c2ccccc2)CC1)C1(S(=O)(=O)c2ccc(Cl)cc2)CC1	6	0	95	-1	4	-6	4	-0.6	-0.6	0
30	CC(=O)Nc1ccc(Nc2cc(C)nc3c(-c4ccccc4)c(C)nn23)cc1	10	x	109	1	3	-4	0	-0.6	0.1	-5

# Single records, from the list above. Values in the order: Arrestin-AP2 inh | Wnt bcat act | DSG3 Ab inh | RTF Ca sens act | OPRM1-OPRD1 inv | Cardiac RTF inh | Keap1-Nrf2 PPI | OPRM1-OPRD1 ag | C-LANA FP | V-ATPase pHluor
# `COC(=O)C1=C(C(=O)OC)[C@@H]2N(Cc3ccccc3)c3ccccc3[C@@]23C[C@@H](C(=O)OC)N(C(=O)COCc2ccccc2)C3=N1` is listed as -2 | x | 98 | 5 | -5 | -5 | -6 | 0.9 | -0.6 | 5
# `Cc1cccc(CN2CCC(CNC(=O)CSc3cc(=O)n(C)c4cc(Cl)ccc34)CC2)c1` is listed as 10 | -1 | 105 | 0 | 7 | 1 | 1 | -1.3 | -1.0 | -4

# Remaining list, next part.
entry	smiles	Arrestin-AP2 inh	Wnt bcat act	DSG3 Ab inh	RTF Ca sens act	OPRM1-OPRD1 inv	Cardiac RTF inh	Keap1-Nrf2 PPI	OPRM1-OPRD1 ag	C-LANA FP	V-ATPase pHluor
31	Fc1ccc2cnc(-c3cccnc3)cc2c1	5	9	107	-6	7	-1	-2	-1.2	2.8	1
32	CCOC(=O)c1cc(-c2cccc([N+](=O)[O-])c2)n[nH]1	46	0	x	-2	10	-9	-1	-2.1	-1.1	1
33	O=C(c1ccc(Cl)cc1)N1CCC(O)(CSc2ccccc2)CC1	21	-4	94	-5	5	-5	0	-0.9	1.3	-1
34	CC(C)(C)OC(=O)N[C@@H](Cc1ccccc1)C(=O)N[C@@H](CO)[C@H](O)[C@@H]1C[C@@H]1C(=O)N1CCCC1	10	1	104	1	20	8	-4	-3.7	-0.5	-3
35	CCCOC(=O)NC(CC)COC(=O)Nc1cccc(C)c1C (stereo not drawn)	-8	x	108	-4	9	-14	-3	-1.6	0.6	2
36	CCOc1ccc(-n2c(C)nc3c(cnn3-c3ccc(Cl)cc3)c2=O)cc1	-6	x	84	7	12	-3	-1	-2.3	-1.4	-4
37	CCOC(=O)N1CCN(C(=O)c2cn(-c3ccc(C)c(C)c3)c(=O)c3ccccc23)CC1	18	-3	x	-3	14	-1	6	-3.3	-2.2	2
38	CC1(N=Cc2cc(Cl)ccc2O)COP(=O)(Nc2ccccc2)OC1 (stereo not drawn)	1	-1	97	-3	-9	-8	-3	2.0	-0.9	9
39	Cc1cc[n+](-c2nc3ccccc3nc2C(=C=[N-])C#N)cc1	21	x	x	5	0	4	1	0.0	0.2	4
40	CCOC(=O)C1(Cc2cccc(F)c2)CCN(Cc2cnn(CC)c2C)CC1	2	-1	x	x	x	x	2	x	2.6	-2
41	CNC(=O)C(=O)NCC1CCCN1S(=O)(=O)c1cccs1 (stereo not drawn)	-5	1	101	12	6	-10	1	-0.9	-0.2	2
42	CCOc1ccc(-c2c(C(=O)N/N=C/c3ccccc3)nnn2-c2nonc2N)cc1	-2	34*	x	3	12	-1	-6	-2.5	0.7	-5
43	CCN(CC)C(=O)Oc1ccc2oc(=O)cc(-c3cc4cccc(OC)c4o3)c2c1	9	-3	88	1	16	-2	1	-3.2	-1.4	-1
44	Cc1ccc(-n2nnnc2SCC(=O)N2Cc3ccccc3CC2C(=O)O)cc1 (stereo not drawn)	-16	-3	95	1	9	-1	1	-1.7	-2.2	2
45	CCN(CC)C(=O)[C@H]1C[C@H](CC(=O)NC/C=C(\C)CCC=C(C)C)C(=O)N2CCc3c([nH]c4cc(CCC(=O)N(C)C)ccc34)[C@]12C	36	x	100	-8	2	-2	-2	-0.4	1.1	-2
46	COc1ccccc1CNC(=O)c1cnn2c(C(F)F)cc(C)nc12	3	-5	x	-3	14	-7	1	-2.5	2.4	-1
47	COc1cccc(/C=C/C(=O)OCC(=O)N2c3ccccc3CC2C)c1OC (stereo not drawn)	5	0	102	-15	7	-5	2	-1.1	-0.9	-8
48	COc1ccc(/C=C/C(=O)NCCc2c[nH]c3ccccc23)cc1OC	-8	0	103	1	9	-2	-2	-2.0	-1.2	4
49	O=C(O)c1cccc(Nc2nc(-c3cc4ccccc4oc3=O)cs2)c1	-14	8	105	1	7	-12	2	-1.2	2.0	0
50	O=C(CSc1ncnc2nc[nH]c12)Nc1ccc(Br)cc1Cl	13	4	98	-1	15	-4	-2	-2.8	-17	-1
51	O=C(NCc1ccncc1)C1CCN(S(=O)(=O)Cc2ccccc2)CC1	5	1	99	-6	-9	3	2	1.4	2.0	0
52	Cc1cc(Cl)cc(C)c1OCC(=O)N1CCN(c2ncccn2)CC1	8	2	86	-6	-12	-9	0	2.7	0.1	1

# Of the compounds above, 7 contain an aryl methoxy group.
entry	smiles	Arrestin-AP2 inh	Wnt bcat act	DSG3 Ab inh	RTF Ca sens act	OPRM1-OPRD1 inv	Cardiac RTF inh	Keap1-Nrf2 PPI	OPRM1-OPRD1 ag	C-LANA FP	V-ATPase pHluor
18	COc1ccc(NC(=O)CN(C)CC(=O)NCCc2ccc(F)cc2)cc1	-6	-1	102	-4	9	-6	-4	-1.3	0.4	-4
22	COc1ccc(C)cc1C(=O)CCC(=O)NC1CCCCC1	6	-1	103	-3	-13	-6	-3	2.7	1.6	-1
28	COc1cccc(C(=O)OCC(=O)NCCCc2ccccc2)c1	3	0	94	0	1	-9	-5	-0.2	1.1	-1
43	CCN(CC)C(=O)Oc1ccc2oc(=O)cc(-c3cc4cccc(OC)c4o3)c2c1	9	-3	88	1	16	-2	1	-3.2	-1.4	-1
46	COc1ccccc1CNC(=O)c1cnn2c(C(F)F)cc(C)nc12	3	-5	x	-3	14	-7	1	-2.5	2.4	-1
47	COc1cccc(/C=C/C(=O)OCC(=O)N2c3ccccc3CC2C)c1OC (stereo not drawn)	5	0	102	-15	7	-5	2	-1.1	-0.9	-8
48	COc1ccc(/C=C/C(=O)NCCc2c[nH]c3ccccc23)cc1OC	-8	0	103	1	9	-2	-2	-2.0	-1.2	4
